Screens (PubChem BioAssay)
HTR5A inv ag = HTR5A inverse agonism, opioid heterodimer counter-screen; P47898; HTR5A cell line, luminescence; inhibition, % at 9.3 µM; hit rate 0.083% among 340,000; in the data active = inhibition mostly above about 23%, no sharp cut-off; inactive = mostly below about 18%;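 also: 0% = cells with DMSO and 100% = no-cell wells with DMSO; some compounds called inactive have numbers as strong as hits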
Target sequence (P47898 whole entry, looked up): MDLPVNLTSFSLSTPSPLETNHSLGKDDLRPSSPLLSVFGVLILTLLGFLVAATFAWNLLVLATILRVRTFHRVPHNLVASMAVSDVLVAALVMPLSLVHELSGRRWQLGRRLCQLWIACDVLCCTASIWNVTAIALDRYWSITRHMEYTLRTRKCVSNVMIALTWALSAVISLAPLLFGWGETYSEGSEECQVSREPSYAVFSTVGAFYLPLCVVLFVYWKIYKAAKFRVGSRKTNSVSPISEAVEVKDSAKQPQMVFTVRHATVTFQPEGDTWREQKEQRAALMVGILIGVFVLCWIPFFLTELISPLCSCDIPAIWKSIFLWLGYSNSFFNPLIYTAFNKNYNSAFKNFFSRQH
Arr AP2 block = blocks beta-arrestin peptide binding to AP2 adaptin | FITC-arrestin peptide / GST-AP2 beads, flow cytometry; AP2 beta2 appendage carries R879A mutation | inhibition, % at 10 µM | hit rate 0.31% among 340,000 | AID 504490;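 active = inhibition above a set limit, near 3 SD of compounds lacking own fluorescence, cut at about 54% in these data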;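 also: plate controls were DMSO wells for no effect and 5 µM unlabelled arrestin peptide for full effect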
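Measured by: flow cytometry, FL1 (488/535 nm); Material: AP2 appendage R879A on GSH beads; Evaluation: percent response; Timing: pre-incubation 12 min, peptide binding 1 h, room temperature; Also added: 50 nM FITC-arrestin peptide; Medium: PBS with 0.05% Tween 20 and 0.1% BSA.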
MOR-DOR inv ag = inverse agonist of human OPRM1-OPRD1 heterodimerization; P35372+P41143; cell-based MOR-DOR heterodimer luminescence, inverse agonism; inhibition, % at 9.3 µM; hit rate 0.21% among 340,000; in the data active = inhibition above about 22%, passing the limit was not always enough;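 also: 0% = cells with DMSO and 100% = wells without cells with DMSO; values of inactives mirror those of a sister screen read the other way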
DAGLB inhibitor = blocks human DAGLB lipase activity. Q8NCG7. HEK293T DAGLB membrane lysate, EnzChek fluorogenic substrate. inhibition, % at 5.17 µM. hit rate 0.059% among 340,000. AID 504411; in the data active = inhibition above about 34%;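 also: 0% = enzyme with vehicle and 100% = wells lacking enzyme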
HTR5A ag = HTR5A agonism, opioid heterodimer counter-screen; P47898; HTR5A agonist assay, luminescence, cell-based; activation, % at 9.3 µM; hit rate 0.61% among 340,000; AID 504692; in the data active = activation mostly above about 9.5%, no sharp cut-off; inactive = mostly below about 7.6%;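 also: 0% = cells with vehicle only and 100% = reference agonist; strong numbers were not always called active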
PKA-R1A activ = activates the PKA-R1A holoenzyme complex; hit rate 0.083% among 340,000; PKA-R1A dissociation, Cy5-IP20 fluorescence polarization; scaled: DMSO 0%, 113 µM cGMP 100%; activation, % at 11.4 µM;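 active = percent activation above the mean of all tested compounds plus 3 SD, cut at about 19% in these data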;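 also: higher means more PKAc released from R1A so a rise in polarization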
DSG3 Ab inh = inhibitors of pemphigus antibody binding to human desmoglein-3; P32926; DSG3-coupled beads, scFv-anti-DSG3-GFP binding, flow cytometry; hits give low values; binding (percent of control), % at 10 µM; hit rate 0.48% among 310,000; AID 588358;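 active = binding more than 3 SD below its plate's average and above zero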;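 also: hits lower antibody fragment binding to DSG3; some compounds called inactive have numbers as strong as hits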
PKA-R2B act = activators of human PKA-R2B complex. P22694+P31323. PKA-R2B holoenzyme dissociation, Cy5-IP20 fluorescence polarization; R2B truncated from residue 108, S112A mutant; 0% DMSO only, 100% 113 µM cGMP. activation, % at 11.4 µM. hit rate 0.079% among 340,000;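 active = activation above a cutoff set at the mean over all compounds plus 3 SD, cut at about 18% in these data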;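 also: higher means more holoenzyme dissociation and a rise in polarization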
Target sequence (P31323 whole entry, looked up, other chains not shown, the tested form may be a part): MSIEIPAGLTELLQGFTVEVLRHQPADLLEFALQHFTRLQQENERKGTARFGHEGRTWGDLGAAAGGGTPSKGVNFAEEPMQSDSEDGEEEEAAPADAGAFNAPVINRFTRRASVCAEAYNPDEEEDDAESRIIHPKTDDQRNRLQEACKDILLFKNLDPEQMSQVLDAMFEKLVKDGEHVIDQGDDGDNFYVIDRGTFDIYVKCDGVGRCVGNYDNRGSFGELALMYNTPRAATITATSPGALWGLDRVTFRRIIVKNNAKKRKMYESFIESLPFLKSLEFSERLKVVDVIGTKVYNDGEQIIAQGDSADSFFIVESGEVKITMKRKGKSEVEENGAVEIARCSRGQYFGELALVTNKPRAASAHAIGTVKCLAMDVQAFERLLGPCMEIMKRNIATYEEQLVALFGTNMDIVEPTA
OPRM1-OPRD1 ag = agonists of human mu-delta opioid receptor heterodimerization. hit rate 0.3% among 340,000. P35372+P41143. AID 504326. activation, % at 9.3 µM. cells, OPRM1-OPRD1 heterodimerization, luminescence; in the data active = activation above about 18%;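 also: 0% = vehicle-treated cells and 100% = reference agonist; values of inactives mirror those of a sister screen read the other way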
V-ATPase pH = alters yeast V-ATPase proton transport; AID 504577; hit rate 0.37% among 350,000; S. cerevisiae, pHLuorin cytosolic pH fluorescence; response, % at 10 µM; in the data active = response mostly above about 7.3%, no sharp cut-off; inactive = mostly below about 5.4%; also: actives read high; inactives centre near 0; some compounds called inactive have numbers as strong as hits; reference of the scale not given here
Numbers without * were called inactive; nt = no result given.

Values run as follows: HTR5A inv ag	Arr AP2 block	MOR-DOR inv ag	DAGLB inhibitor	HTR5A ag	PKA-R1A activ	DSG3 Ab inh	PKA-R2B act	OPRM1-OPRD1 ag	V-ATPase pH
CCN(CC)C(=O)Cn1cc(S(=O)(=O)Cc2cccc([N+](=O)[O-])c2)c2ccccc21
→ 19	-7	9	1	0	2	nt	-7	-1.6	-3
CNC(=O)C1CN(C(=O)c2cccc(S(=O)(=O)N3c4ccccc4CC3C)c2)c2ccccc2O1 (stereo not drawn)
→ 1	-3	8	-1	-5	5	100	-18	-2.1	0
COCCn1c(SCC(=O)Nc2sccc2C(N)=O)nnc1-c1ccncc1
→ 14	28	0	-1	-2	8	nt	1	0.1	-1
COCCNC(=O)COc1ccc(N(C)S(=O)(=O)c2ccc3ccccc3c2)cc1
→ -12	1	3	-1	3	-1	94	12	-0.8	-1
CC(=O)NC(NC(=S)Nc1ccc(S(N)(=O)=O)cc1)C(Cl)(Cl)Cl (stereo not drawn)
→ -23	-16	8	2	1	-5	96	-5	-1.6	-1
CN(CC(=O)Nc1ccc(Cl)cc1)S(=O)(=O)c1cccc2cccnc12
→ 11	1	6	-3	-4	2	109	-3	-1.3	-1
C/C(=N\NC(=O)c1c[nH]c2ccccc12)c1ccccn1
→ 14	-21	9	0	-5	-5	nt	-2	-2.0	4
COc1ccccc1CNS(=O)(=O)c1c(C)nc2sccn2c1=O
→ 0	-10	11	-2	0	5	95	0	-1.9	-2
CC(=O)C(Cc1ccccc1)NC(=O)CN1CCc2ccccc2C1 (stereo not drawn)
→ 12	-4	5	0	-5	11	117	5	-1.1	7
Cc1ccc(NS(=O)(=O)c2cccc(C(=O)NCC(c3ccco3)N3CCCCC3)c2)cc1 (stereo not drawn)
→ 11	-6	2	-1	8	0	121	-9	-0.4	0
COc1ccccc1CNC(=O)COC(=O)c1ccc(N2CCCC2=O)cc1
→ 20	-3	4	2	-8	0	86	8	-0.9	2
COc1ccc(C)cc1NC(=O)C(Sc1nnnn1C)c1ccccc1 (stereo not drawn)
→ 11	3	15	-2	5	-2	97	-7	-3.0	0
CC(C)c1ccccc1NC(=O)COC(=O)c1c2c(nc3ccccc13)CCN(Cc1ccccc1)C2
→ 8	-4	5	-24	4	-15	91	-11	-0.7	-1
O=C(Nc1ccc(C(=O)N2CCCC2)cc1)c1ccccc1
→ -22	6	10	-1	6	-9	90	6	-2.1	-1
CCOc1ccccc1NC(=S)N1CCC(NC(=O)C(C)(C)C)CC1
→ -16	-2	6	0	2	2	99	-8	-1.2	-2
COc1cccc(CN2CCN(C(=O)c3ccco3)CC2)c1OC
→ 4	-4	3	-1	-1	7	97	2	-0.5	-2
CCOC(=O)C1CCN(S(=O)(=O)c2cccc(-c3cn4cc(Cl)ccc4n3)c2)CC1
→ -20	4	-10	-3	-1	0	105	-3	1.8	-2
COc1cccc(CN(c2ccc3c(c2)CCC3)S(=O)(=O)c2ccc(-n3cnnn3)c(OC)c2)c1
→ 5	3	14	-1	3	-7	98	-2	-2.2	-4
Cc1nnc(NS(=O)(=O)c2ccc(N=Nc3ccc(N)nc3N)cc2)s1
→ 19	12	25	16	-5	-5	113	0	-5.2	2
COC(=O)C1=C(C)NC2=C(C(=O)CC(C)(C)C2)C1c1cccc(C)n1 (stereo not drawn)
→ 23	4	6	-4	-4	-1	100	-1	-1.2	4
O=C1CCCc2c1nc(-c1ccco1)n2O
→ -3	4	12	0	-4	-2	115	7	-2.9	-3
C/C(=N\NC(=O)c1nnn(-c2nonc2N)c1-c1ccc(Cl)c(Cl)c1)c1ccncc1
→ 10	28	9	3	-1	-4	108	11	-1.6	-2
CC(C)Cc1nnc(NC(=O)CCC(=O)NCc2ccccc2Cl)s1
→ 8	9	18	1	6	-1	100	1	-3.5	-1
CC(C)OC(=O)Nc1ccc2c(c1)N(C(=O)CCN1CCOCC1)c1ccccc1CC2
→ 16	-18	5	1	-3	2	114	4	-0.9	1
Nc1nc(N)nc(Cc2ccccc2O)n1
→ 21	-5	8	0	-2	-1	100	5	-1.4	-1
CCOC(=O)CCCCC(=O)c1[nH]c(=O)[nH]c1Cn1ccnc1
→ -2	10	3	2	2	-4	94	3	-0.5	1
CCOC(=O)C1CCCN(S(=O)(=O)CCNC(=O)c2ccccc2)C1 (stereo not drawn)
→ -7	-5	5	-1	-4	-2	96	-12	-1.0	-2
Cc1c(C(=O)N2CCN(c3ccccc3)CC2)oc2c1C(=O)CC(C)(C)C2
→ 18	-3	10	-3	-1	17	111	3	-3.1	4
CC(C)NS(=O)(=O)c1ccc(NC(=O)NC2CCCCC2)cc1
→ -14	11	18	0	-6	3	117	-8	-3.4	1
O=C(NNC(=O)c1oc2ccccc2c1-n1cccc1)c1ccco1
→ 0	1	16	0	0	-7	101	1	-3.5	-3
Cc1ccc(NC(=O)c2ccc3c(c2)nnn3C)cc1
→ 10	-6	4	-1	-4	-8	97	-2	-0.6	-3
CCCCn1c(N)c(N(CCC(C)C)C(=O)C(C)N2C(=O)c3ccccc3C2=O)c(=O)[nH]c1=O (stereo not drawn)
→ 7	1	16	0	-2	-6	173	-9	-3.0	4
O=C(Cc1n[nH]c(=O)c2ccccc12)OCC(=O)c1ccc(F)cc1
→ 2	5	5	-2	-1	2	110	-5	-0.9	-1
COc1cccc(N2CCN(CC(=O)NC(=O)NCc3ccco3)CC2)c1
→ 2	7	10	0	-1	-7	91	-9	-2.1	-3
O=C(C(c1ccccc1)c1ccccc1)N1CCOCC1
→ -12	5	4	-5	1	-7	98	10	-0.7	-3
COc1ccc(CCNC(=O)c2cccc(S(=O)(=O)N3CCCC3)c2)cc1
→ -26	-11	19	0	5	1	107	-7	-3.8	9
O=C1CN(C(=O)COc2ccc(Cl)c(Cl)c2)c2ccccc2N1
→ -17	2	-29	2	2	-9	103	-2	4.5	1
COc1ccc(-c2c[n+](CC(=O)c3cccs3)c3n2CCC3)cc1
→ -17	-4	0	-3	4	3	nt	-2	0.1	2
COc1ccc(C#Cc2c(C=O)n(C)c3ccccc23)cc1
→ -26	42	-4	-9	-2	6	93	13	0.8	-2
O=C(NCCc1ccccc1)C(=O)NCC1OCCN1S(=O)(=O)c1ccc(F)cc1 (stereo not drawn)
→ -17	17	-1	0	-4	-10	112	10	0.2	0
O=c1c(Br)c(NCc2ccccc2)cnn1-c1ccc(F)cc1
→ -29	0	8	0	6	0	96	-9	-1.5	0
CCN(CC)c1ccc(C=NCCc2ccc(S(N)(=O)=O)cc2)cc1
→ -11	17	-2	1	-2	-4	115	-9	0.3	2
O=C1CCN(CCc2ccccc2)CCN1CCSc1ccccc1
→ 2	-10	6	-4	-1	11	100	0	-1.0	7
COc1ccc(-n2c(=S)[nH]c3cc(C(=O)NCc4cccnc4)ccc3c2=O)cc1
→ -9	0	19	-1	8	4	101	-6	-3.5	-5
COC(=O)c1ccc(NC(=O)C2CCN(C(=O)c3cc(OC)c(OC)c(OC)c3)CC2)cc1
→ 20	-19	9	0	-1	-13	64	2	-1.8	0
CCc1nc2oc3ccccc3c(=O)c2c(=O)n1CCOC
→ -22	6	1	-1	3	2	102	1	-0.1	-6
CCOC(=O)c1cc2cc(OC)ccc2nc1C
→ 0	-12	8	-1	-4	-11	108	-3	-1.4	-1
NC(=O)c1ccc(C(=O)N/N=C/c2cccc(Oc3ccccc3)c2)cc1
→ -27	18	3	2	0	-5	100	-7	-0.5	0
CCOc1ccc(N(CC(=O)NC2CCCCC2)C(=O)CCC(=O)Nc2cc(C)ccn2)cc1
→ -15	20	15	1	-3	-1	100	-2	-2.4	-5
Cc1c(OC(C)C(=O)NCCN2CCOCC2)ccc2c3c(c(=O)oc12)CCCC3 (stereo not drawn)
→ 20	-1	15	-1	-5	1	88	-7	-3.0	0
CCCCc1cc(=O)oc2c(C)c(OCC(=O)NCCN3CCOCC3)ccc12
→ -23	5	5	-3	3	2	102	4	-1.0	-8
Nc1nnnn1N=C1CCCCC1
→ 3	20	-8	0	-1	-3	101	3	1.5	-4
COc1ccc(NC(=O)C2CCN(S(=O)(=O)c3ccc4c(c3)NC(=O)CO4)CC2)cc1
→ 13	5	17	3	-3	-9	nt	2	-3.3	-5
Clc1cccc(Cl)c1-c1noc(-c2ccno2)n1
→ -27	6	1	-4	0	-8	nt	-4	-0.3	-4
COC(=O)c1ccc(COc2ccc(-c3nnn(CC(=O)NC(C)(C)C)n3)cc2)cc1
→ 6	-8	-2	0	-2	11	94	3	0.4	1
COc1ccc(-n2nnnc2CNC(=O)C2CC(=O)N(c3ccc(F)cc3)C2)cc1 (stereo not drawn)
→ nt	nt	nt	-1	nt	1	101	-7	nt	1
CCOP(=O)(OCC)c1cccc(P(=O)(c2ccccc2)c2ccccc2)c1O
→ -4	-4	8	-1	1	-4	92	1	-1.4	4
O=c1c2ccccc2nc(/C=C/c2c[nH]c3ccccc23)n1CCO
→ -13	-8	2	1	3	-16	109	0	-0.3	3
CCOC(=O)c1ccc(NC(=S)Nc2ccc3[nH]c(=O)[nH]c3c2)cc1
→ -25	7	-5	1	-3	6	111	-1	0.9	0
COc1ccccc1NCCC(=O)OCC(=O)Nc1ccccc1F
→ 3	-20	6	1	-1	-22	nt	-4	-1.6	0

More results
Values run as follows: HTR5A inv ag	Arr AP2 block	MOR-DOR inv ag	DAGLB inhibitor	HTR5A ag	PKA-R1A activ	DSG3 Ab inh	PKA-R2B act	OPRM1-OPRD1 ag	V-ATPase pH
CCOC(=O)N1CCN(c2cc(NCCO)c([N+](=O)[O-])c3nonc23)CC1
→ 26	-10	10	4	3	-10	nt	1	-2.1	1
Cc1ccc(-n2c(N)c(C(=O)N3CCN(C)CC3)sc2=S)cc1
→ 15	11	18	-1	-1	-1	101	2	-3.6	1
CCn1c(=O)c(C(=O)NCCCO)c(O)c2ccccc21
→ -10	-2	10	-1	-5	10	95	-1	-1.9	1
CC(NC(=O)c1ccc(S(C)(=O)=O)cc1)c1cccc2ccccc12 (stereo not drawn)
→ -10	-12	6	1	0	9	101	-2	-0.9	2
CCOC(=O)c1ccc(S(=O)(=O)NC2CCC(C)CC2)cc1 (stereo not drawn)
→ -6	-9	-42	-8	3	8	103	-5	10	3
COc1ccc(-c2nc(NC(=O)C3CC(=O)N(c4ccc5c(c4)OCCO5)C3)sc2C)cc1 (stereo not drawn)
→ -15	-11	-2	-1	-4	-3	97	4	0.4	-3
Cc1cc(=O)n2nc(N3CCCC(C(=O)NCc4ccc5c(c4)OCO5)C3)sc2n1 (stereo not drawn)
→ -3	27	11	-3	1	-12	106	-5	-2.1	-3
COc1ccccc1-n1c(CNC(=O)c2ccccc2)nnc1SCC(=O)Nc1nnc(C)s1
→ 5	7	-4	2	-2	-5	100	0	0.7	0

Some of the entries so far, with tabs.
Structure	HTR5A inv ag	Arr AP2 block	MOR-DOR inv ag	DAGLB inhibitor	HTR5A ag	PKA-R1A activ	DSG3 Ab inh	PKA-R2B act	OPRM1-OPRD1 ag	V-ATPase pH
Cc1ccc(-n2c(N)c(C(=O)N3CCN(C)CC3)sc2=S)cc1	15	11	18	-1	-1	-1	101	2	-3.6	1
COc1ccccc1-n1c(CNC(=O)c2ccccc2)nnc1SCC(=O)Nc1nnc(C)s1	5	7	-4	2	-2	-5	100	0	0.7	0
